Source: PubChem BioAssay (several laboratories)
DNMT1 inh: blocks human DNA methyltransferase DNMT1; P26358; DNMT1 molecular beacon, Hinp1I cleavage, fluorescence; inhibition (reported as % activation of signal), % at 10 µM; hit rate 0.83% among 360,000; in the data active = inhibition above about 50%
SUMO1-SIM PPI: modulators of human SUMO1-mediated protein-protein interactions. hit rate 0.33% among 360,000. SUMO1 binding to a labelled peptide, TR-FRET, 1 h. P63165. inhibition, % at 20 µM; in the data active = inhibition above about 37%
Target sequence (P63165 whole entry, looked up): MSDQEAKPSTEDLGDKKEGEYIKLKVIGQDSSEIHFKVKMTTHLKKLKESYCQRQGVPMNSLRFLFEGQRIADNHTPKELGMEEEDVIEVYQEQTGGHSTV
NadD block: blocks S. aureus nicotinate mononucleotide adenylyltransferase | purified NadD enzyme, colorimetric absorbance read-out | inhibition, % at 20 µM | hit rate 0.78% among 360,000 | AID 602399; in the data active = inhibition above about 26%; note: some compounds past the cut are filed as inactive
NRP1-CendR mod: alters CendR peptide binding to human NRP-1. O14786. FAM-RPARPAR peptide binding to NRP-1, fluorescence polarization. inhibition, % at 25 µM. hit rate 0.85% among 360,000. AID 602438;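 active = inhibition or corrected inhibition above about 18%, plus a signal ratio from 0.5 to 1.5, limit read from the data, passing the limit was not always enough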; note: strong numbers were not always called active
SKN-1 inh: inhibitors of C. elegans SKN-1; C. elegans VP596 Pgst-4::GFP/RFP ratio, acrylamide-induced, 24 h; inhibition, % at 21.8 µM; hit rate 0.49% among 360,000;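 active = interference check ratio from 0.5 to 1.5 plus GFP to RFP signal ratio inhibition reaching or exceeding a fixed threshold, cut at about 30% in these data, passing the limit was not always enough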; note: some compounds called inactive have numbers as strong as hits
Tb MetRS inh: Trypanosoma brucei MetRS inhibition; purified T. brucei MetRS, ATP depletion, Kinase-Glo luminescence; inhibition, % at 11.9 µM; hit rate 0.4% among 360,000; AID 624268;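 active = inhibition above a per-plate cutoff of the control wells' mean inhibition plus 3 SD, cut at about 5.5% in these data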;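 note: 0% = DMSO wells median and 100% = median of wells with control inhibitor compound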
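Test system: purified T. brucei MetRS enzyme. Also added: ATP, methionine and E. coli bulk tRNA substrates. Compound: 11.9 µM single point. Schedule: 15 min enzyme-compound preincubation, 2 h reaction, 10 min detection, 25 °C. Signal: luciferase luminescence of residual ATP, Kinase-Glo. Evaluation: percent inhibition versus plate control medians. Controls: DMSO wells, low control.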
LMPTP inh: LMPTP (human) inhibition. AID 651560. hit rate 0.22% among 360,000. inhibition, % at 20 µM. recombinant LMPTP-A, OMFP fluorogenic substrate, fluorescence intensity. P24666;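 active = compounds that cut the enzyme signal by at least half of the control window in the single-dose screen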;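 note: plate controls were DMSO wells with enzyme plus substrate for no effect and substrate without enzyme for full effect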
Target sequence (P24666 whole entry, looked up): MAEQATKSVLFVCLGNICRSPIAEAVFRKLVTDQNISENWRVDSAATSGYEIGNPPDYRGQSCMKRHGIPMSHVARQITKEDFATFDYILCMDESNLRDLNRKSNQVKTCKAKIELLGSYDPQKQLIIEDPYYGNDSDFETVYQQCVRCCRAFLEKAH
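Test system: LMPTP-A, protein tyrosine phosphatase of low molecular weight; Input: 0.625 nM enzyme; Incubation: 50 min dark incubation at room temperature; Signal: endpoint fluorescence intensity from OMFP dephosphorylation; Read-out basis: % inhibition versus control wells.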
Neddyl block: cullin neddylation inhibition; P61081+Q13564; TR-FRET cullin neddylation, biochemical; calls only at 25 µM; hit rate 0.58% among 360,000; in the data active = inhibition above about 36%
STEP block: inhibitors of human striatal-enriched phosphatase STEP; P54829; recombinant STEP, OMFP fluorogenic substrate, fluorescence; inhibition, % at 20 µM; hit rate 0.25% among 360,000; AID 588621;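 active = inhibition at 20 µM, scaled per plate between control wells, above about 37%, limit read from the data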;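 note: 0% = DMSO with enzyme and substrate and 100% = substrate only without enzyme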
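System: STEP phosphatase, cell-free reaction; Buffer or medium: Bis-Tris pH 6.0 buffer with DTT, detergent; Incubation: 20 min at room temperature, dark; Measured by: fluorescence, 480/540 nm.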
Scp1 inh: Scp-1 (human) phosphatase inhibition. Q9GZU7. Recombinant Scp1, phosphopeptide, malachite green phosphate absorbance. inhibition, % at 20 µM. hit rate 0.88% among 340,000;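 active = inhibition above about 50% at 20 µM, limit read from the data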;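 note: plate controls were DMSO wells with enzyme for no effect and wells lacking enzyme for full effect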
Target sequence (Q9GZU7 76-261 limits assumed): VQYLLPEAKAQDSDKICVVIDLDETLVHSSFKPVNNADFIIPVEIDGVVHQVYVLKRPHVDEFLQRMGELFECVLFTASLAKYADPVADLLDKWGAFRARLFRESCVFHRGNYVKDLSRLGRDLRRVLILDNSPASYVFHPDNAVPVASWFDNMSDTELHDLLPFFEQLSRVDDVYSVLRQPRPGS
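Test system: SCP-1 phosphatase catalytic domain, residues 76-261 | Compound dosing: One concentration, 20 µM, with 1.0% DMSO | Schedule: 45 min room-temperature reaction, 5 min colour, 30 min stabiliser | Detection: Absorbance at 630 nm | Read-out basis: % inhibition of SCP-1 phosphate liberation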
* hit, by the source's call; i = inactive; · = not tested or not shown; + = active, no number.

SMILES	DNMT1 inh	SUMO1-SIM PPI	NadD block	NRP1-CendR mod	SKN-1 inh	Tb MetRS inh	LMPTP inh	Neddyl block	STEP block	Scp1 inh
CCOc1ccc(NC(=O)CNC(=O)c2nn(-c3ccc(OC)c(OC)c3)c(=O)c3ccccc23)cc1	6	-21	4	-30	9	0.3	2.4	i	4	-10
COc1cccc(OC)c1C(=O)NNS(=O)(=O)c1ccc2ccccc2c1	2	0	-4	14	-12	-0.7	-0.1	i	0	-2
CN(CC(=O)NCc1cccnc1)S(=O)(=O)c1ccccc1	9	3	-3	10	-13	-0.8	3.9	i	1	-14
CCOC(=O)/C(=N/Nc1ccccc1OC)N1CCCc2ccccc21	2	3	-1	9	-10	-0.3	3.2	i	-1	-10
CC(=O)Nc1ccc(-c2nnc(SCC(=O)Nc3ccc4c(c3)oc3ccccc34)n2C)cc1	-10	-1	5	-6	8	-1.5	-1.3	·	-1	8
CC1(C)C(=O)Nc2ccccc2N1C(=O)CSc1nc(-c2ccccc2)cs1	6	5	0	2	15	0.1	2.6	i	-3	12
CCOc1ccccc1N(CC(=O)Nc1ccc2c(c1)OCO2)S(C)(=O)=O	-2	3	1	2	-2	-0.1	-1.3	i	3	-5
O=C(Nc1c(O)c2ccccc2[nH]c1=O)c1ccco1	1	-1	3	0	-1	0.1	-0.3	i	-1	-12
O=C(Cc1cccs1)N(c1ccc(F)cc1)C1(C(=O)NC2CCCCC2)CCCC1	0	0	-2	5	0	-0.2	1.5	i	0	-6
O=C1CC2(CCN(C(=O)c3cccc(Br)c3)CC2)Oc2ccccc21	-5	3	-3	-3	2	-0.8	-0.1	i	1	-5
CC1c2[nH]c3ccccc3c2CCN1S(C)(=O)=O (centres undefined)	4	4	-2	-4	-12	0.3	1.1	i	-3	-9
COc1ccc2c(C)cc(SCC(=O)c3ccc4c(c3)OCO4)nc2c1	-7	-10	4	-19	14	-0.4	2.3	i	-3	3
Nc1ccc2nc(SCC(=O)Nc3ccc(N4CCOCC4)c(Cl)c3)sc2c1	-10	4	18	13	3	-0.2	-0.3	i	-3	97*
O=C(c1cccs1)N1CCN(Cc2ccncc2)CC1	2	-1	7	-2	11	0.2	-5.2	i	4	-3
Cn1c(=O)c2c(nc3n2CC(COc2ccccc2)O3)n(C)c1=O (centres undefined)	2	1	-6	2	21	-0.1	-1.1	i	0	-8
CC(C)CSc1nnc2c(n1)[nH]c1ccccc12	20	-1	8	-1	17	-0.8	1.1	i	-4	-1
COc1ccccc1C(=O)Nc1ccc(N2CCN(Cc3ccccc3)CC2)cc1	-3	-1	-2	12	13	-0.2	0.6	i	0	-9
Cc1ccc(-c2cc(C(F)F)n3ncc(C(=O)Nc4cn(C)nc4C)c3n2)cc1	-5	-3	-1	-6	6	-0.6	1.7	i	2	-2
O=C(COc1ccccc1O)Nc1ccccc1Cl	1	2	0	-2	-13	-0.8	0.2	i	0	0
COc1ccc(C2C(CN3CCOCC3)C(=O)N2c2ccccc2)cc1 (centres undefined)	2	-3	-3	12	12	-0.5	-1.0	i	-2	-6
O=C(NCCc1nc2ccccc2[nH]1)/C(=C/c1ccco1)NC(=O)c1ccccc1Br	-3	-6	-2	-10	11	1.6	-1.0	i	-2	-1
Cc1ccc(NC2=C/C(=N/S(=O)(=O)c3cccs3)c3ccccc3C2=O)cc1	-9	-5	4	-1	0	0.0	3.6	i	10	-7
Cn1c(SCC(=O)Nc2cccc(F)c2)nc2c([nH]c3ccccc32)c1=O	14	-2	5	6	3	-0.7	-1.3	i	-4	-6
Cc1ccc(CN2CCN(/N=C/c3sccc3C)CC2)c(C)c1	0	-1	1	0	1	0.0	0.5	i	5	-6
CC1c2ccsc2CCN1S(=O)(=O)c1cccs1 (centres undefined)	2	4	-3	10	5	-0.5	-0.1	i	-1	-8
CCCCc1nnc(NC(=O)CSCc2cc(=O)n3ccsc3n2)s1	0	-5	-3	3	-15	0.1	0.1	i	0	-4
Oc1ccc(C[C@H]2CNC(=S)N2C[C@H]2CCCN2C[C@H](Cc2ccccc2)N2C[C@H](Cc3ccc(O)cc3)N(CCc3ccccc3)C2=S)cc1	-43	10	46*	12	19	0.2	4.5	i	0	·
CC(C)CC1C(=O)N(Cc2cn(Cc3ccco3)nn2)CCS(=O)(=O)N1Cc1ccc(-c2ccc(F)nc2)cc1 (centres undefined)	4	1	3	-11	10	-0.6	-1.1	i	-2	·
COC(=O)c1cnc(NNC(=O)c2ccc([N+](=O)[O-])cc2)nc1C(F)(F)F	1	-27	-5	2	-6	-0.7	-0.8	i	-2	-13
CC1(C)Cc2c(c(N3CCOCC3)nc3sc4c(NCCN)ncnc4c23)CO1	-2	7	-3	8	10	-0.5	2.8	i	3	-5
CCOc1ccc(NC(=O)CCN2C(=O)CSc3ccccc32)cc1	-3	-7	-3	2	3	-0.3	-1.0	i	-3	-10
Cc1cc(N2CCN(S(=O)(=O)c3ccc4ccccc4c3)CC2)n2ncnc2n1	0	-4	1	6	-10	-0.4	0.8	i	3	-12
Cc1nc2nc(-c3ccccc3)cc(=O)n2[nH]1	-3	-2	3	2	-3	-0.7	-1.2	i	-1	-4
N=c1c2c3c(sc2ncn1Cc1ccccc1)CCCC3	4	-5	0	-6	-3	-0.1	-1.2	i	1	-1
COc1ccc(S(=O)(=O)N2CCC(C(=O)N[C@@H](C)C(=O)N3CCCCCC3)CC2)cc1	0	-2	-8	7	0	-0.1	-1.9	i	-1	-3
CCOC(=O)c1oc2nc(C(C)C)c3c(c2c1N)CCC3	-3	-7	-2	-1	4	-0.9	1.4	·	0	-3
Cc1ccc(C)c(-n2c(SCC(=O)NC(C(=O)O)C(C)C)nnc2-c2cccc(Cl)c2)c1 (centres undefined)	-1	1	6	26*	4	-0.1	-1.4	i	2	0
O=C(Nc1cccc(F)c1)c1cccnc1NCCc1ccccc1	-13	4	-1	5	15	-0.6	2.5	+	2	6
Cc1ccccc1Nc1cc(C(=O)NCc2ccco2)c2ccccc2n1	-10	-13	-3	13	3	0.3	-0.7	i	-4	-12
C1=C(c2ccccc2)Nc2ccccc2N=C1c1ccccc1	-2	-7	-1	-5	0	-1.6	2.3	i	-1	-1
C/C(=C\C(=O)Nc1nccs1)c1ccccc1	5	-7	1	-4	12	-1.2	-0.7	i	-2	-8
O=C(Nc1nnc(S(=O)(=O)N2CCCC2)s1)c1cccc([N+](=O)[O-])c1	-2	-16	1	-4	-3	-0.4	1.7	i	-3	-9
Cc1ccccc1CN(C)CC(=O)Nc1c(C)cccc1C(C)C	-2	-1	0	13	-10	0.3	1.1	i	1	3
CCCCNS(=O)(=O)c1ccc2nc(-c3cccnc3)cc(C(=O)NCC(OC)OC)c2c1	2	-8	-2	0	30	-0.4	-4.0	i	-2	-1
S=C(Nc1ccc(Cl)cc1)Nc1cccc2cnccc12	-32	-2	5	12	16	0.4	6.0	i	-2	-5
COc1ccc(-c2cc(C(F)(F)F)c3c(N)c(C(=O)NCCSC)sc3n2)cc1	13	-4	-13	-38	-7	-0.4	1.3	·	-5	-5
O=C(Nc1ccccc1)C1=C[C@@H](c2ccc(C(F)(F)F)cc2)C[C@@H](OCCCCO)O1	-4	9	0	3	10	0.3	2.2	i	1	-5
O=C(Nc1ccc(F)cc1)Nc1ccc(NC(=O)c2ccccc2O)cc1	1	3	1	-1	7	-0.1	17	·	1	-7
C=CCCCCCCCCc1nc(SCC(=O)O)n[nH]1	2	0	0	4	-6	0.3	-1.5	i	2	-1
COc1cccc(C2C(C(=O)c3sc(C)nc3C)=C(O)C(=O)N2CCN2CCOCC2)c1 (centres undefined)	-3	-4	-2	0	2	-0.6	-3.3	i	-1	-10
Cn1c(CS/C(N)=N/N=C/c2ccccc2)c(Br)c(=O)n1-c1ccccc1	1	-4	2	15	3	0.1	-0.3	i	-1	-2
CN1CCN(NC(=O)c2cn(-c3ccccc3)nc2-c2cccc(Br)c2)CC1	0	2	-6	11	3	0.8	-3.1	i	2	-8
CCCCOc1ccccc1C1CC(=O)NC2=C1C(=O)CCC2 (centres undefined)	2	12	1	10	-3	-0.3	-0.6	i	-1	-12
CCOC1(C(F)(F)F)NC(=O)N(Cc2ccc(OC)cc2)C1=O (centres undefined)	0	2	2	-9	-15	-0.8	-0.7	i	-5	-4
